MsrA inhibitor: bovine MsrA enzyme inhibitors, primary screen, biochemical, absorbance, HTS; Methionine sulfoxide reductase A (Bos taurus); purified bovine MsrA, absorbance read-out; inhibition, % at 15.5 µM; 0.75% of 360,000 active; in the data active means inhibition above about 4.5%;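 further: 0% = vehicle wells with enzyme and 100% = reference inhibitor wells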
Rin1 Abl inh: inhibitors of Rin1-Abl protein binding, primary screen, biochemical, TR-FRET; Tyrosine-protein kinase ABL1 (Homo sapiens) + Ras and Rab interactor 1 (Homo sapiens), …; inhibition, % at 7.35 µM; AID 588664, 2011; 0.4% of 360,000 active; in the data active means inhibition above about 5%, passing the limit was not always enough
Rpn11 inh: Rpn11 (PSMD14) deubiquitinase inhibitors, primary screen, biochemical, fluorescence polarization, uHTS; 26S proteasome non-ATPase regulatory subunit 14 (Homo sapiens), O00487; 0.59% of 360,000 active; AID 588493, 2011; human 26S proteasome, Ub4-pepOG fluorescence polarization; 20S core pre-blocked with epoxomicin; calls only at 20 µM;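 active means inhibition at 20 µM, scaled to each plate's controls, above about 33%, limit read from the data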
MT1-MMP act inh: blockers of MT1-MMP proenzyme processing, primary screen, HT1080 RFP-PRO-GFP cells, GFP/RFP fluorescence; Matrix metalloproteinase-14 (Homo sapiens), P50281; GFP/RFP ratio fluorescence, overnight; percent of plate control window, DMSO zero; GFP/RFP ratio change, % at 20 µM; 0.061% of 360,000 active; AID 651647, 2012;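 active means GFP/RFP ratio change of at least 30% with cell ATP level not reduced by more than half and red fluorescence within 50% of control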; further: strong numbers were not always called active
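Read-out: GFP/RFP fluorescence ratio; Test system: RFP-PRO-GFP reporter HT1080 cells; Compound dosing: single-point 20 µM compound, 1% DMSO; Times: overnight compound exposure at 37 °C.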
bovine MsrA act: bovine MsrA enzyme activators, primary screen, biochemical, absorbance, HTS | Methionine sulfoxide reductase A (Bos taurus) | purified bovine MsrA, absorbance read-out | activation, % at 10.6 µM | 0.3% of 360,000 active | AID 602163, 2012; in the data active means activation above about 7.5%;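 further: 0% = vehicle and 100% = reference activator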
CSN deneddyl inh: inhibitors of CSN-mediated cullin deneddylation, primary screen, biochemical, fluorescence polarization, uHTS; COP9 signalosome complex subunit 5 (Homo sapiens), Q92905; Purified CSN, SCF-Nedd8-OG deneddylation; inhibition, % at 12.5 µM; 0.38% of 360,000 active;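 active means pattern-corrected inhibition above about 35%, with an unprinted fluorescence ratio check between 0.5 and 1.5, limit read from the data, passing the limit was not always enough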;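 further: 0% = enzyme with substrate and 100% = substrate without enzyme; some results filed as inactive read as strong as hits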
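Test system: Human Csn5 produced in HEK293T cells | Compound: 12.5 µM single point | Times: 90 min, room temperature | Signal: Fluorescence polarization readout | Read-out basis: % inhibition of substrate cleavage by Csn5 | Controls: no-enzyme wells high, enzyme-with-substrate wells low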
FAS TE block: FAS thioesterase domain inhibitors, primary screen, biochemical, fluorescence intensity, uHTS; Fatty acid synthase (Homo sapiens), P49327; recombinant FAS-TE, OMFH fluorogenic substrate, fluorescence endpoint; inhibition, % at 15 µM; 0.67% of 360,000 active;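 active means compounds whose normalised, plate-corrected inhibition of enzyme fluorescence in the single-dose primary screen is 50% or more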;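 further: 0% = DMSO with enzyme and 100% = substrate without enzyme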
eLon inh: inhibitors of E. coli Lon protease, primary screen, biochemical, fluorescence polarization; P0A9M0; purified E. coli Lon protease; inhibition, % at 7.94 µM; 0.42% of 360,000 active; AID 602123, 2011; in the data active means inhibition above about 13%, passing the limit was not always enough;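 further: 0% = enzyme with probe and DMSO and 100% = no enzyme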
Target sequence (P0A9M0 whole entry, looked up): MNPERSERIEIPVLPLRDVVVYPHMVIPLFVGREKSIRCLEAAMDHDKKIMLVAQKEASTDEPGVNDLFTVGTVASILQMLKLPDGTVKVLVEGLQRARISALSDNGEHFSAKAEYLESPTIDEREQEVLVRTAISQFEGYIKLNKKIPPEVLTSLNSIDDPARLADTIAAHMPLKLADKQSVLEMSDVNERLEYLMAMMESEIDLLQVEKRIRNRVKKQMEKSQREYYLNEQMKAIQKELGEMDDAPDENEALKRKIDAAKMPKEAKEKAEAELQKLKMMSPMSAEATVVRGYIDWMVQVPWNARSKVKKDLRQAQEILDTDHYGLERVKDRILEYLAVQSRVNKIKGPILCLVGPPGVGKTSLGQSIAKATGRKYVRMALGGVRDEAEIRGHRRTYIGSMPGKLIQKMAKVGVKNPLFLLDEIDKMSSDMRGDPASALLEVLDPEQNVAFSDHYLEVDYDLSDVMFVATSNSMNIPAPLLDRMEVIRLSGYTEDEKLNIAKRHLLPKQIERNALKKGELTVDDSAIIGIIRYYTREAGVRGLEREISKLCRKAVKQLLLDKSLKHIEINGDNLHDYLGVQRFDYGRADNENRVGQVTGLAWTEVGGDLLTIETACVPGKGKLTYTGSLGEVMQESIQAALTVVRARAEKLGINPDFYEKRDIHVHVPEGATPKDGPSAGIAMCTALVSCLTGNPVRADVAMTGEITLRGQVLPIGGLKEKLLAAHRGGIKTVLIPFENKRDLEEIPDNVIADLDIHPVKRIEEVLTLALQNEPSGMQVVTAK
MLLE-PAM2 inh: inhibitors of PABP1 MLLE–PAM2 peptide binding, primary screen, biochemical, fluorescence polarization, FITC-PAM2, GST-MLLE. Polyadenylate-binding protein 1 (Homo sapiens), P11940. inhibition, % at 20 µM. 0.36% of 360,000 active. AID 588489, 2011; in the data active means inhibition above about 35%, passing the limit was not always enough;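 further: plate controls were DMSO wells with GST-MLLE for no effect and wells lacking GST-MLLE protein for full effect; some results filed as inactive read as strong as hits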
The depositor's hits bear a star; i = inactive; / = no result given; + = active, no number. No enrichment for hits; about 3.7% have a hit in one of these screens.

SMILES	MsrA inhibitor	Rin1 Abl inh	Rpn11 inh	MT1-MMP act inh	bovine MsrA act	CSN deneddyl inh	FAS TE block	eLon inh	MLLE-PAM2 inh
Cc1cccc(N2CCN(C(=O)C3CCN(c4ncnc5c4nc4n5CCCCC4)CC3)CC2C)c1 (configuration not stated)	-0.1	0	i	-5	1	2	12	-13	-3
COc1ccc(NC(=O)c2ccc(-n3nc(C)cc3C)cc2)cc1OC	1.1	0	i	7	0	-3	-3	-7	-5
CC(=O)O[C@@H]1[C@H]2[C@@H](C[C@@H](C)[C@@H]3CCC(=O)[C@@]13C)OC(=O)[C@@H]2C	0.0	2	i	1	-5	-2	-11	-12	-6
CC(C)C[C@@H](CNCC(=O)[C@H](Cc1ccccc1)NC(=O)c1[nH]cnc1C(=O)N[C@@H](C)CN)NC(=O)c1nc[nH]c1C(=O)N[C@@H](C)C(=O)O	0.9	-3	i	-1	-11	1	-6	-12	-3
C(=Nn1cnnc1)c1ccc2c(c1)CCC2	-2.1	-4	i	2	1	-3	-1	-2	-10
O=C(O)c1ccc(-c2nc3scc(-c4ccccc4)c3c(=O)[nH]2)cc1	0.8	-2	i	8	-1	3	-2	10	-12
Cc1cccc(C(=O)Nc2cc(Cl)ccc2-n2cncn2)c1[N+](=O)[O-]	7.3*	1	i	1	-5	2	6	-7	2
O=C1C(Cc2ccc(F)cc2)SC(=Nc2ccccc2)N1c1ccccc1 (configuration not stated)	-0.2	4	i	-5	-2	-8	22	5	6
Cc1onc(-c2ccccc2Cl)c1C(=O)NCCn1c(C)cc2ccccc21	/	2	i	40*	-5	3	-2	10	8
COc1ccc(-c2nc3ccc(C)cn3c2Cc2ccc(C)cc2)cc1OC	-0.5	1	i	-1	-4	1	6	-12	5
O=C(CNC(=O)c1ccc(N2C(=O)c3ccccc3C2=O)cc1)OCC(=O)c1cccc2ccccc12	-0.1	2	i	2	-3	-10	-6	1	-38
O=C(NC(=S)Nc1ccc(Cl)cc1)c1cncc(Br)c1	0.8	0	i	4	-4	1	-4	3	26
CC1CCCCN1S(=O)(=O)c1ccc(C(=O)N2CCOCC2)cc1 (configuration not stated)	-0.8	-1	i	1	0	-1	-4	6	-3
CN(C(=O)c1ccc(=O)[nH]c1)C1(C(=O)NC2CCCCC2)CCCCC1	1.0	-3	i	4	1	5	-6	-5	0
CC1=C(C(=O)N2CCOCC2)CC(CC(=O)NCc2cccs2)C(=O)N1CCCN1CCCC1=O (configuration not stated)	0.3	4	i	4	-9	0	-5	5	8
CCN(CC)S(=O)(=O)c1ccc(N2CCOCC2)c(NC(=O)c2cc(C)cc(C)c2)c1	0.0	6	i	-3	-7	-1	23	-9	1
NC(=O)CC(NC(=O)Cc1ccc(Br)cc1)c1ccc(NC2CCCCCC2)c([N+](=O)[O-])c1 (configuration not stated)	-1.2	3	/	13	-3	12	6	2	-31
CCOc1ccc(NC(=O)CCn2c(=S)oc3ccccc32)cc1	1.7	-4	i	0	-2	20	-10	-1	2
COc1ccccc1C(=O)C1CCCN(C(=O)c2cnn(C(C)C)c2)C1 (configuration not stated)	0.1	5	i	-1	-5	-6	-4	0	-4
Cc1cccc(CC2CC(=O)N(CCc3ccc4c(c3)OCO4)C2=O)c1 (configuration not stated)	-0.9	-1	i	0	-2	-8	-2	4	18
COc1ccc(S(=O)(=O)N/N=C(/C)c2ccncc2)cc1OC	-0.6	0	i	-5	-3	0	-4	-10	21
COc1ccc(-c2ccnc3nc(-n4cccc4)nn23)cc1	0.9	-1	i	1	-3	8	0	-8	-10
Cc1ccc(S(=O)(=O)n2oc(=O)c(C3CCCCC3)c2N)cc1	-1.3	3	i	-1	-2	2	6	-7	-11
CC(=O)Nc1ccc(NC(=O)c2ccccc2S(=O)(=O)c2ccc([N+](=O)[O-])cc2)cc1	-0.9	0	i	1	-3	-1	59*	-4	-1
CC(C)NC(=O)CC(=O)NN=C1CCCCC1	-0.8	4	i	2	-4	1	-8	9	2
CC(C)CC1C(=O)N(Cc2cn(Cc3ccco3)nn2)CCS(=O)(=O)N1Cc1ccc(-c2ccc(F)nc2)cc1 (configuration not stated)	-0.5	-2	i	-4	2	9	15	2	-22
CC1(C)CC2(CC(c3cccs3)c3cc(Cl)c(O)cc3O2)NC(=S)N1 (configuration not stated)	-1.5	3	i	-2	-6	-2	-2	-2	-125
COc1ccc(NC(=O)COc2ccccc2)cc1NC(=O)c1ccco1	1.4	-2	i	1	-8	-2	2	-12	9
O=C(N1CCOCC1)N(CCN1CCOCC1)Cc1cccc(Cl)c1	-1.0	-2	i	-5	-6	0	-1	0	-2
COCCN(C(=O)c1cccc(OC)c1)c1nnc(-c2ccncc2)s1	1.1	0	i	8	-2	-3	-3	5	1
CC(C)(CN1CCCCC1)NS(=O)(=O)c1ccc(Cl)cc1	0.7	-2	i	-2	-3	2	-4	11	12
CC(=O)C1=C(Nc2ccc(C)cc2)CC(C)(O)C(C(C)=O)C1c1ccco1 (configuration not stated)	0.2	1	i	-8	-3	10	-5	-2	-2
O=C(NCc1cccc(F)c1)Nc1nnc([C@H]2C[C@H](O)[C@@H](CO)O2)s1	0.1	1	i	2	-2	5	-7	10	16
Cc1ccccc1CC(=O)NCCN1CCOCC1	-0.2	1	i	-2	0	0	-5	-5	-2
CCOC(=O)Cc1csc(NS(=O)(=O)c2ccc([N+](=O)[O-])cc2)n1	0.5	1	i	0	-5	-3	21	-5	-3
CC1CN/C(=C\C(=O)c2ccccc2)C(=O)N1 (configuration not stated)	3.9	-1	i	2	-1	0	-5	-7	3
COc1ccc(N(C(=O)c2snc(C(N)=O)c2N)C(C(=O)NC2CCCCC2)c2ccc(C)o2)c(OC)c1 (configuration not stated)	0.9	3	i	-4	0	-1	4	4	-11
O=C(NCCCO)c1cc2c(cn1)[nH]c1ccccc12	1.5	1	i	1	-3	-3	-5	8	20
CCCOc1ccccc1C(=O)NC(CO)C(=O)O (configuration not stated)	0.1	-2	i	1	-8	-2	-12	3	-5
COC(=O)c1ccc(NC(=S)N2CCCC2)cc1	0.4	-1	i	0	0	-6	-2	2	-94
CCOc1ccccc1NC(=O)c1c(Br)cnn1C	0.0	1	i	1	-7	4	-1	-14	15
Cn1cnnc1SCC(=O)Nc1ccccc1C(=O)NC1CC1	-1.0	-2	i	2	-3	5	-4	-10	-12
O=C(CCSCc1ccc(Cl)cc1)NC1CCCC1	1.8	0	i	1	-1	-6	-2	4	12
Cc1cccc(N(C(=O)CCC(=O)Nc2ccccn2)C(C(=O)NC(C)C)c2ccc(F)cc2)c1 (configuration not stated)	-0.3	-3	i	-5	-1	-1	-2	4	5
O=C(CC1=NCCNC(c2ccccc2)C1)c1ccccc1O (configuration not stated)	1.6	-4	i	0	-2	3	3	-2	10
Cc1ccnc2nc(C(=O)OCC(=O)Nc3ccccc3C(C)(C)C)nn12	-0.7	0	i	5	-6	-2	-8	-5	-9
Cc1nc2ccccn2c1/C(O)=C1\C(=O)C(=O)N(CCN(C)C)C1c1ccco1 (configuration not stated)	0.8	-3	i	0	-2	7	-12	-4	50*
COc1ccccc1-c1nnc(SCC(=O)Nc2ccc(S(N)(=O)=O)cc2)n1C	0.3	2	i	-1	-1	1	-5	-4	1
Cc1cccc(NS(=O)(=O)c2cccc(C(=O)N3CCN(c4ccccn4)CC3)c2)c1	0.0	-4	i	5	-1	2	2	3	-14
S=C(c1ccccc1)N1CCN(C(=S)c2ccccc2)CC1	0.8	-2	i	0	0	-3	9	-4	1
COCCNC(=O)c1ccc(-c2cn[nH]c2)c2ccoc12	-0.9	2	i	3	-9	2	-2	-9	5
Cc1ccc(N(C(=O)C2CCCO2)C2C=CS(=O)(=O)C2)cc1Cl (configuration not stated)	-0.7	-1	i	7	-2	3	-10	-7	1
COc1cc(NC(=O)c2ccc(-c3ccc(Br)cc3)o2)ccc1NC(=O)C(C)C	0.9	-7	i	/	-7	2	17	6	-7
C=C1C(=O)[C@]23C[C@H]1CCC2[C@@]1(C)C(C[C@@H]3O)[C@](C)(C(=O)OC)CC[C@@H]1OC(C)=O (some centres not stated)	0.8	6	i	13	-10	1	-5	-7	30
CN(Cc1ccccc1)C(=O)COC(=O)c1ccccc1NS(=O)(=O)c1cccc(N)c1	0.8	-2	i	1	0	1	12	-21	-3
C=CC[C@H](CC(=O)N(CCO)Cc1ccccc1)C(=O)N[C@@H](COC(=O)[C@H](CC=C)CC(=O)OC(C)(C)C)Cc1c[nH]c2ccccc12	0.8	2	i	-12	-5	-3	23	-14	-2
COc1ccc(-c2nnc(SCC(=O)NCc3cccs3)n2C(C)C)cc1	-0.2	-2	+	-2	-2	-4	-5	6	12
Cc1cccc(/C=N\N=C\c2cccc(C)c2)c1	1.1	-2	i	3	-8	1	19	9	-2
O=C1CCN(Cc2ccccc2)C(=O)N1c1ccccc1	0.5	0	i	2	-2	1	-9	0	8
O=C(O)CNS(=O)(=O)c1cccc2nsnc12	-0.1	-5	i	4	-6	4	-10	-3	-1

Following part
SMILES	MsrA inhibitor	Rin1 Abl inh	Rpn11 inh	MT1-MMP act inh	bovine MsrA act	CSN deneddyl inh	FAS TE block	eLon inh	MLLE-PAM2 inh
O=C(N/N=C/c1ccc(Cl)cc1Cl)c1n[nH]c2c1CCCC2	0.7	1	i	-2	1	-6	-8	-18	6
CC1CCCN(S(=O)(=O)c2ccc3c(c2)OCCO3)C1 (configuration not stated)	0.9	-4	i	2	-2	5	-2	3	-8
Cc1ccc(S(=O)(=O)N2C[C@H]3C(=O)C[C@@H](c4ccccc4)N(S(=O)(=O)c4ccccc4C)[C@H]3C[C@H]2c2ccccc2)cc1	1.2	4	i	-4	-4	1	14	-12	-3
C[C@@H]1[C@H]2CCCC[C@H]2CN(C(=O)OC(C)(C)C)[C@@H]1c1cn(Cc2ccccc2)c2ccc(F)cc12	1.3	5	i	0	-1	1	12	-3	13
COc1cccc(-c2noc(CCC(=O)N3CCN(c4cc(C)ccc4C)CC3)n2)c1	-0.8	-1	i	2	-3	0	9	0	5
CN(C)c1ccc(/C=N/NC(=O)c2ccc(CN3CCOCC3)cc2)cc1Br	2.4	2	i	3	-14	-9	-3	-3	10

Individual results from the results shown.
O=C(O)CNS(=O)(=O)c1cccc2nsnc12 in MT1-MMP act inh reads 4
O=C(N/N=C/c1ccc(Cl)cc1Cl)c1n[nH]c2c1CCCC2 in eLon inh reads -18
